# Screening results (PubChem BioAssay)
# Rtt109 HAT inh – inhibitors of C. albicans Rtt109/Vps75 HAT, primary screen, biochemical, ThioGlo CoA-SH fluorescence, plate reader | purified Rtt109/Vps75, 4 h | AID 540336, 2011 | 0.16% of 330,000 active | inhibition, % at 34.9 µM | Histone acetyltransferase RTT109 (Candida albicans (strain SC5314 / ATCC MYA-2876)), …;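 active = inhibition of at least 50% in every replicate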
# Target sequence (Q5AAJ8 whole entry, looked up): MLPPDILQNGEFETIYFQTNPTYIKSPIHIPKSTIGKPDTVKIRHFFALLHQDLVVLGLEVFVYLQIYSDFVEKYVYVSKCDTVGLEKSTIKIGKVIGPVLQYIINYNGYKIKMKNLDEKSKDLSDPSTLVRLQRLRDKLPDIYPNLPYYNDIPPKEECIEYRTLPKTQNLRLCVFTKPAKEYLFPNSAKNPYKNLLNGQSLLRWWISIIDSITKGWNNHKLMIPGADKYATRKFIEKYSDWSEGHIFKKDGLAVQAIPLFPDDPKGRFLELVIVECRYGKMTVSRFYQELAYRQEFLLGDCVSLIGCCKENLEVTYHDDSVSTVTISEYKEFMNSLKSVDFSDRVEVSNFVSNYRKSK
# MITF TRPM1 HTS – activators of MITF-driven TRPM1 promoter reporter, primary screen, cell-based, SK-MEL-5, luciferase, single point | activation, % at 12.5 µM | SK-MEL-5 TRPM1-promoter luciferase, 24 h; % of positive control, neutral wells = 0 | 0.75% of 300,000 active;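 active = mean activation of at least 80% with every replicate also reaching 80%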;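 also: 0% = neutral control wells and 100% = parthenolide positive control wells; values of inactives mirror those of a sister screen read the other way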
# PfHsp90 set2 – growth inhibition of PfHsp90-expressing yeast, primary screen, antimalarial PfHsp90 inhibitor project, S. cerevisiae, BacTiter-Glo luminescence, single point, set 2; BacTiter-Glo ATP, 48 h; yeast lacking PDR1 and PDR3 efflux regulators; inhibition, % at 9.4 µM; 0.32% of 310,000 active; AID 504621, 2011;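 active = every replicate shows inhibition above about 80%, whatever the replicate mean, limit read from the data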;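 also: 0% = DMSO neutral controls and 100% = 20 µM radicicol positive controls; yeast relying on Plasmodium falciparum Hsp90 in place of its own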
# CAL PDZ FP-1 – untagged CAL PDZ binding inhibitors, primary screen, biochemical, fluorescence polarization, HTS | inhibition, % at 24.9 µM | AID 602252, 2012 | Golgi-associated PDZ and coiled-coil motif-containing protein (Homo sapiens), Q9HD26 | purified CAL PDZ, TMR-peptide fluorescence polarization, 1 h | 0.92% of 300,000 active;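 active = mean inhibition of at least 30% with at least half of replicates also reaching 30%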;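 also: 0% = DMSO neutral control and 100% = excess unlabeled competitor peptide PRC23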
# SR-BI DiI-HDL act – activators of SR-BI mediated DiI-HDL uptake, primary screen, ldlA[mSR-BI] CHO cells, DiI fluorescence; 3 h; 100 = double the neutral-control signal; activation, % at 12.5 µM; 0.096% of 320,000 active;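 active = mean replicate activation of at least 60% and every replicate at or above 60%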;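 also: 0% = median plate neutral-control signal and 100% = twice that signal; values of inactives mirror those of a sister screen read the other way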
#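 material = CHO ldlA[mSR-BI] cells | medium = Ham's F12 with 0.5% BSA, HEPES 25 mM, pH 7.4 | reagent = fluorescent DiI-HDL, 10 µg/mL final | compound dosing = single-point compound dose | incubation = 3 h, 37 °C | measured by = bottom-read fluorescence, 550/595 nm | measure = HDL uptake via cellular fluorescence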
# NSD2 inh – NSD2 histone methyltransferase inhibitors, primary screen, biochemical, AlphaScreen, single concentration, set 2 | NSD2 peptide methylation, 120 min | inhibition, % at 12.5 µM | 0.54% of 310,000 active | AID 743445, 2014; in the data active = inhibition above about 50%
# CAL PDZ FP-2 – CAL PDZ peptide-binding inhibitors, primary screen, biochemical, fluorescence polarization, Cer-tagged CAL PDZ, HTS; Golgi-associated PDZ and coiled-coil motif-containing protein (Homo sapiens), Q9HD26; purified CAL PDZ, TMR-peptide fluorescence polarization, 1 h; inhibition, % at 20 µM; 0.02% of 330,000 active; AID 504414, 2011;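 active = highest replicate inhibition of at least 40%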;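 also: plate controls were DMSO neutral control wells for no effect and unlabeled competitor peptide control wells for full effect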
#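 Read-out basis: mP drop reported as inhibition | Assay system: Tagged CAL PDZ protein CerCALP, purified | Benchmarks: Unlabelled peptide for full inhibition, DMSO wells as neutral | Schedule: 1 h incubation at room temperature before polarization reading | Buffer or medium: Sodium phosphate/NaCl buffer pH 7.4 with TCEP, IgG, Thesit | Doses: Single point, 20 µM | Measured by: Fluorescence polarization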
# PvdQ acylase – P. aeruginosa PvdQ acylase inhibitors, primary screen, biochemical, fluorescence, plate reader and imaging, single point; PvdQ acylase [Pseudomonas aeruginosa LESB58]; AID 488965, 2010; 0.063% of 340,000 active; purified PvdQ acylase; inhibition, % at 10 µM; in the data active = inhibition above about 30%, passing the limit was not always enough;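 also: 0% = vehicle neutral wells and 100% = reference inhibitor wells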
# SR-BI HDL uptake – inhibitors of SR-BI mediated HDL lipid uptake, primary screen, ldlA[mSR-BI] cells, fluorescence, single point. Scavenger receptor class B member 1 (Mus musculus), Q61009. ldlA[mSR-BI] CHO cells, DiI-HDL uptake fluorescence, 3 h. inhibition, % at 12.5 µM. 0.96% of 320,000 active. AID 488896, 2010;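 active = mean replicate inhibition of at least 70% and a set share of replicates each scoring 70 or more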;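 also: 0% = median of neutral control wells and 100% = median of positive control wells; values of inactives mirror those of a sister screen read the other way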
# Target sequence (Q61009 whole entry, looked up): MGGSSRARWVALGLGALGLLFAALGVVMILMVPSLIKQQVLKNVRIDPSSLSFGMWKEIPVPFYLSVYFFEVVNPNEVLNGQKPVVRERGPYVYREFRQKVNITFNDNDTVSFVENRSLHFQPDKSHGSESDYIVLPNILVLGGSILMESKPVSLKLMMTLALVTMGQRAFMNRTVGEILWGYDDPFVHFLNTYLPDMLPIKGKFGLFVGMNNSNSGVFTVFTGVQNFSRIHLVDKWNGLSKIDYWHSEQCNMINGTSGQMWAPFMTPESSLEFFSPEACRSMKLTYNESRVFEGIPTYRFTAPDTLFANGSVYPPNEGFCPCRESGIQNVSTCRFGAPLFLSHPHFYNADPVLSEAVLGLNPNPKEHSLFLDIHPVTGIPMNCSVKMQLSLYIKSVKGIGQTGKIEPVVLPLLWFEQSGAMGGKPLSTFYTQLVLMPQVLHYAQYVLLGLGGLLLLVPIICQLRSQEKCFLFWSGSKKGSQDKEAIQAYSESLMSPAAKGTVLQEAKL
# dFosB activator – activators of delta FosB homodimer, primary screen, biochemical, fluorescence polarization, TAMRA-CDK5 oligo, single point. AID 493131, 2011. purified delta FosB; percent of positive-control signal above neutral wells. 0.99% of 340,000 active. Protein FosB (Mus musculus), P13346. activation, % at 25 µM;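 active = mean activation above about 17%, with every replicate also reaching it, limit read from the data, passing the limit was not always enough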;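 also: fluorescence polarization rise as delta FosB binds a TAMRA Cdk5 AP-1 oligo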
# Numbers without * were called inactive; / = not tested or not shown.
SMILES	Rtt109 HAT inh	MITF TRPM1 HTS	PfHsp90 set2	CAL PDZ FP-1	SR-BI DiI-HDL act	NSD2 inh	CAL PDZ FP-2	PvdQ acylase	SR-BI HDL uptake	dFosB activator
COc1ccc(OC(C)c2nnc(N)s2)cc1 (stereo unspecified)	3	-8	3	/	2	-2	-1.0	-8	-2	-2
Cc1cc(-n2c(C)cc(C(=O)COc3cc(F)ccc3[N+](=O)[O-])c2C)no1	-3	/	-15	-3	-47	-2	0.2	-4	47	-2
CCCCn1c(N)c(N(CCC(C)C)C(=O)COC(=O)c2ccc(CC)cc2)c(=O)[nH]c1=O	9	-6	/	-4	-16	1	-3.5	2	16	23*
C=CCN1C(=O)C(CC(=O)O)S/C1=N/N=C/c1ccc(N(CC)CC)cc1 (stereo unspecified)	-60	3	12	/	-3	7	-0.2	-8	3	-13
O=C(NCc1ccccc1Cl)C1CCN(S(=O)(=O)c2ccc(F)cc2)CC1	8	-2	8	2	-22	8	-2.3	-3	22	-9
NC(=O)C1CCN(c2ccc(S(=O)(=O)N3CCCCC3)cn2)CC1	1	1	-4	-4	11	8	/	9	-11	-6
CC(C)Nc1nc(Cl)nc(NCCOc2ccccc2)n1	-3	7	15	1	-12	-2	-2.8	-17	12	-12
COc1cc(N)c(C(=O)c2nccc3cc(OC)c(OC)cc23)cc1OC	-2	/	3	5	15	72*	0.6	14	-15	5
N#Cc1ccc(/C=C/C(=O)c2ccccc2)cc1	-25	-7	-15	-1	16	2	6.3	-7	-16	-1
COc1cccc(CNC(=O)Nc2cccs2)c1	-5	27	-3	-2	/	0	-0.4	0	/	-6
COc1ccc(NC(=O)COC(=O)CCCOc2ccc(Cl)cc2Cl)cc1	1	1	-2	-7	14	-3	-2.5	-3	-14	-5
Cc1nn(-c2ccccc2)c2c1C(c1cccnc1)N1C=C(S(=O)(=O)N3CCCCC3)C=CC1=N2 (stereo unspecified)	6	/	-20	/	14	8	0.5	7	-14	-7
CCOC(=O)C(NC(=O)NCc1ccccc1)(OCC)C(F)(F)F (stereo unspecified)	-3	-2	-26	-4	0	/	0.4	-4	0	0
CCNc1ccc(C(=O)OCC(=O)c2cc(C)n(Cc3ccc4c(c3)OCO4)c2C)cc1[N+](=O)[O-]	-7	4	-29	-3	-8	4	-2.8	-11	8	-4
Cc1cccc(CSc2cccc3cccnc23)c1	-13	/	/	-6	1	-4	-1.4	5	-1	4
CN(C)[C@@H]1CCC[C@@H]1OC(=O)C(c1ccccc1)c1ccccc1	11	8	-1	3	16	3	0.7	0	-16	1
Cc1cc(SCC(=O)N2CCN(C(=O)c3ccco3)CC2)c(C)cc1Br	9	1	-14	/	-33	2	-0.7	-13	33	-8
COc1ccc(-c2cnnc(N/N=C/c3ccc(OC)c(OC)c3)n2)cc1	1	31	-2	-1	-48	-1	-0.1	5	48	0
CCOc1cc(NC(=O)c2ccccc2[N+](=O)[O-])c(OCC)cc1NC(=O)CC(C)C	-3	3	-6	3	-20	-1	-0.4	-5	20	-2
COc1ccc([C@H]2CC(=O)C=C(c3ccc(C)c4ccccc34)C2)cc1	7	-9	-13	6	-13	/	-0.5	5	13	-1
COc1ccc(NS(=O)(=O)c2cc3c(cc2C)N(C)CCO3)cc1	7	/	-14	-2	-5	/	-0.3	-7	5	-4
Oc1ccc2ccccc2c1/C=N/Nc1nnc(-c2ncc[nH]2)c2ccccc12	-4	/	122*	0	-136	/	-3.6	-14	136*	11
CC(C)n1c2ccccc2c2nnc(SCC(=O)Nc3ccccc3C(=O)O)nc21	-17	6	-3	1	16	40	0.6	-9	-16	-7
CCOC(=O)c1cc(C#N)c(=S)[nH]c1C	2	-4	-9	-1	17	5	-0.6	6	-17	-1
CCn1c(=O)cc(SCC(=O)N2CCN(c3ccccc3OC)CC2)c2ccccc21	11	-11	/	/	-60	11	-1.5	-14	60	-12
Cc1cc(C)cc(OCC(=O)OCC(=O)Nc2ccc(Cl)cn2)c1	-11	-9	-4	0	17	-1	/	19	-17	1
CCOc1cc(S(=O)(=O)NCc2ccco2)c(OCC)cc1-n1cnnn1	4	-10	/	-2	14	-1	-1.3	-8	-14	-4
Cc1cc(=O)oc(C)c1C(=O)NCCN(C)Cc1ccccc1	2	3	-23	0	20	7	-1.2	-9	-20	-5
O=C(O)c1cccc2[nH]c(C(F)(F)F)nc12	3	3	-10	-3	13	-1	-2.1	-2	-13	-3
CCOc1ccc(C2CC(=O)c3c([nH]c(C(=O)OC)c3C)C2)cc1OC (stereo unspecified)	-3	2	-46	-2	/	0	-2.3	-15	/	10
COCCn1c(=S)[nH]c2cc(C(=O)N3CCC(C(N)=O)(N4CCCCC4)CC3)ccc2c1=O	3	-3	-4	-2	18	0	-1.2	0	-18	-7
CC1Cc2ccccc2N1c1ncnc2c1nnn2Cc1ccccc1 (stereo unspecified)	0	-3	/	-4	-18	6	/	-1	18	-6
CCCOc1ccc(/C=N/NC(=O)c2ccc(Cn3cc([N+](=O)[O-])cn3)o2)cc1	4	7	-24	0	-15	0	-1.0	-5	15	14
Cc1ccsc1C1C2=C(CC(C)(C)CC2=O)Nc2ncnn21 (stereo unspecified)	-1	-2	51	/	-11	/	0.4	-11	11	-1
Cc1sc2nc(CSC(C)C(=O)Nc3cc(S(C)(=O)=O)ccc3Cl)[nH]c(=O)c2c1C (stereo unspecified)	-4	-11	5	1	-26	1	-1.3	-6	26	-9
Cc1cc(F)ccc1NC(=O)CCCN(C)S(=O)(=O)c1ccc(F)cc1	9	17	-33	1	9	-4	-3.5	-6	-9	-11
COc1ccc(CC(=O)NC(=S)Nc2ccc(S(=O)(=O)NC(C)(C)C)cc2)cc1	0	-6	-4	0	-24	0	-0.8	-10	24	-3
COc1ccc(NC(=O)c2cccc(C#N)c2)cc1NS(=O)(=O)c1ccc(F)cc1	0	-6	-34	-2	0	1	-0.7	-2	0	-7
CC(C)(C)C1CCC(=O)N(CCSc2ccccc2)CC1 (stereo unspecified)	18	96*	6	-2	-14	/	-0.5	0	14	3
Cc1ccc(-c2nnc(NC(=O)CCS(=O)(=O)c3ccccc3)o2)c(C)c1	-1	3	-52	-3	18	-2	-2.6	-7	-18	0
O=C(Cc1ccc(Cl)cc1)N1CCC2(CC1)NCCc1[nH]cnc12	1	2	-22	-4	22	1	-1.9	-13	-22	-4
CC(C)C(=O)Nc1ccc2c(c1)nc(CCN1CCCCC1)n2C	-8	-6	14	21	-16	-3	0.9	-25	16	-3
Cc1cc2c(C)nc(N/N=C/c3ccc(F)cc3)nc2o1	-11	12	26	-2	-12	-2	-2.9	-7	12	-8
CCOc1cc(N2CCOCC2)c(OCC)cc1NC(=O)c1ccc(C)s1	7	-6	-14	-1	-37	17	-2.5	-1	37	-6
COc1cc(OC)c(N(C)S(=O)(=O)c2cccc(C(=O)OCC(=O)NCc3ccco3)c2)cc1Cl	-1	-5	1	-5	-16	0	-1.5	-1	16	-7
CN(C)c1nc(-c2ccccc2)ns1	-3	43	4	0	-2	-1	0.4	-18	2	2
CCc1nc(CNC(=O)c2cc(OC)c(OC)c(OC)c2)no1	-3	/	-7	-9	9	-2	-0.2	-3	-9	0
CCOC(=O)c1sc2nc3c(SCCC#N)cc(C(=O)c4cc(F)ccc4O)cn3c(=O)c2c1C	-7	-5	-51	-2	-43	-1	-0.3	15	43	-5
Cc1ccc(C)c(S(=O)(=O)Nc2ccc(C(=O)NCCCN3CCCC3=O)cc2)c1	-9	-5	8	-6	28	1	-3.7	-6	-28	-2
Cc1cccc(NC(=O)c2cccc(N3C(=O)C4CCC(C)CC4C3=O)c2)c1C (stereo unspecified)	-6	-2	15	-5	-10	-1	-0.3	3	10	-6

# Remaining list, next part
SMILES	Rtt109 HAT inh	MITF TRPM1 HTS	PfHsp90 set2	CAL PDZ FP-1	SR-BI DiI-HDL act	NSD2 inh	CAL PDZ FP-2	PvdQ acylase	SR-BI HDL uptake	dFosB activator
CCCCOc1cccc(NC(=O)CSc2nccn2C)c1	-4	15	-7	-1	/	2	-0.8	-10	-38	-4
Cc1c(C(=O)Nc2ccc(Nc3ccccc3)cc2)cccc1[N+](=O)[O-]	3	-4	17	/	-63	4	0.7	-10	63	-11
CCc1cc2ccc(C)cc2nc1SCC(=O)c1ccc(NC(C)=O)cc1	0	-5	-9	-1	-13	/	-3.3	-12	13	-15
CC(OC(=O)c1cccs1)C(=O)NCC1CCCO1 (stereo unspecified)	-4	/	/	/	10	0	-0.7	-5	-10	-2
CCCCC(=O)Nc1cc(OCC)c(NC(=O)c2ccccc2[N+](=O)[O-])cc1OCC	3	-9	-8	-3	/	-1	-0.4	-5	/	0
CC(=O)Nc1ccc(C(=O)NNS(=O)(=O)c2ccc(C)cc2)cc1	-13	-1	-13	2	-13	-3	0.4	-16	13	-6
CC(C)(C)CN1CCNC(=O)C1CC(=O)NCCc1cnn(-c2ccccc2)c1 (stereo unspecified)	-2	-1	14	-2	-20	0	-0.4	-12	20	-7
CCOC(=O)CSc1nc2c(c(=O)n1-c1ccc(OCC)cc1)SCC2	-12	-1	-15	-2	-13	3	-1.6	-6	13	-3
O=C(c1cc(-c2ccccc2Cl)nc2ccccc12)N1CCN(c2ccccn2)CC1	-15	-1	/	-8	-18	/	-0.9	-4	18	5
COc1cc(/C=C2\C(=N)N3N=C(C)SC3=NC2=O)cc(Cl)c1OCCOc1ccc(NC(C)=O)cc1	1	3	-10	1	-37	-2	-0.4	-6	37	-17
O=C(Cn1nc(Cc2cccnc2)c2ccccc2c1=O)Nc1cccnc1Cl	/	-2	21	-1	7	-1	-3.5	-3	-7	-4
CCOc1ccc(S(=O)(=O)N2CCCCC2)cc1NC(=O)C1CCC1	11	12	-5	1	14	-1	-2.3	3	-14	0
